DUSP3 inh: blocks human VHR1 dual specificity phosphatase; P51452; inhibition, % at 13.3 µM; actives 0.52% (n = 290,000); recombinant VHR phosphatase, pNPP absorbance; in the data active means inhibition above about 50%; further: some compounds called inactive have numbers as strong as hits
BH1578 lux ind: induces V. cholerae light production without autoinducers; activation, % at 18.7 µM; V. cholerae BH1578 lux reporter, luminescence, 6 h; actives 0.16% (n = 350,000); in the data active means activation mostly above about 9.7%, no sharp cut-off; further: not every result past the cut was called active; inactives centre near 0; reference of the scale not given here
PrPC TRFRET: cell surface PrPC inhibition, primary TR-FRET screen; P04156; TR-FRET read-out; inhibition, % at 13.8 µM; actives 0.43% (n = 370,000); AID 720596; in the data active means inhibition above about 24%; further: 0% = median of the test wells and 100% = reference compound wells
CCHF vOTU inh: CCHFV vOTU protease inhibition; inhibition, % at 11.5 µM; Pep-AMC fluorescence; actives 0.55% (n = 370,000); AID 651958; in the data active means inhibition above about 30%; further: 0% = vehicle wells with enzyme and 100% = no enzyme wells
3CLpro inhibitor: SARS-CoV 3CLpro protease inhibition; P0C6X7; recombinant SARS-CoV 3CLpro, quenched FRET peptide cleavage; inhibition, % at 6 µM; actives 0.14% (n = 290,000); AID 1706; in the data active means inhibition above about 12%
MazF activator: increases E. coli MazEF RNase cleavage of RNA; AID 504720; FAM/BHQ RNA-DNA oligo cleavage fluorescence, 5 h; actives 0.32% (n = 350,000); activation, % at 20 µM; in the data active means activation above about 50%
SSB-PriA inh: blocks PriA binding to SSB C-terminal tail; AlphaScreen SSBct-PriA binding, biotinylated peptide; actives 0.6% (n = 430,000); inhibition, % at 33 µM; in the data active means inhibition mostly above about 37%, no sharp cut-off; inactive means mostly below about 20%;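 further: plate controls were negative control peptide for no effect and reference peptide for full effect; strong numbers were not always called active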
Rv3671c protease: Rv3671c (M. tuberculosis) protease inhibition. actives 0.048% (n = 320,000). inhibition, % at 5.96 µM; in the data active means inhibition above about 38%;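 further: extracellular domain of Rv3671c used as enzyme; 0% = enzyme with DMSO and 100% = no enzyme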
Y pestis TopoI: blocks Yersinia pestis topoisomerase I activity | activity, % at 10 µM | Y. pestis Topo-I cleavage product accumulation, plate reader | actives 0.064% (n = 360,000) | AID 504884; in the data active means activity above about 50%, passing the limit was not always enough; further: inactives centre near 2
TcdB GH inh: blocks C. difficile toxin B glycohydrolase activity; TcdB glycohydrolase enzymatic assay, plate reader; inhibition, % at 9.99 µM; actives 0.24% (n = 350,000); AID 652162; in the data active means inhibition above about 10%
Target sequence (P18177 whole entry, looked up): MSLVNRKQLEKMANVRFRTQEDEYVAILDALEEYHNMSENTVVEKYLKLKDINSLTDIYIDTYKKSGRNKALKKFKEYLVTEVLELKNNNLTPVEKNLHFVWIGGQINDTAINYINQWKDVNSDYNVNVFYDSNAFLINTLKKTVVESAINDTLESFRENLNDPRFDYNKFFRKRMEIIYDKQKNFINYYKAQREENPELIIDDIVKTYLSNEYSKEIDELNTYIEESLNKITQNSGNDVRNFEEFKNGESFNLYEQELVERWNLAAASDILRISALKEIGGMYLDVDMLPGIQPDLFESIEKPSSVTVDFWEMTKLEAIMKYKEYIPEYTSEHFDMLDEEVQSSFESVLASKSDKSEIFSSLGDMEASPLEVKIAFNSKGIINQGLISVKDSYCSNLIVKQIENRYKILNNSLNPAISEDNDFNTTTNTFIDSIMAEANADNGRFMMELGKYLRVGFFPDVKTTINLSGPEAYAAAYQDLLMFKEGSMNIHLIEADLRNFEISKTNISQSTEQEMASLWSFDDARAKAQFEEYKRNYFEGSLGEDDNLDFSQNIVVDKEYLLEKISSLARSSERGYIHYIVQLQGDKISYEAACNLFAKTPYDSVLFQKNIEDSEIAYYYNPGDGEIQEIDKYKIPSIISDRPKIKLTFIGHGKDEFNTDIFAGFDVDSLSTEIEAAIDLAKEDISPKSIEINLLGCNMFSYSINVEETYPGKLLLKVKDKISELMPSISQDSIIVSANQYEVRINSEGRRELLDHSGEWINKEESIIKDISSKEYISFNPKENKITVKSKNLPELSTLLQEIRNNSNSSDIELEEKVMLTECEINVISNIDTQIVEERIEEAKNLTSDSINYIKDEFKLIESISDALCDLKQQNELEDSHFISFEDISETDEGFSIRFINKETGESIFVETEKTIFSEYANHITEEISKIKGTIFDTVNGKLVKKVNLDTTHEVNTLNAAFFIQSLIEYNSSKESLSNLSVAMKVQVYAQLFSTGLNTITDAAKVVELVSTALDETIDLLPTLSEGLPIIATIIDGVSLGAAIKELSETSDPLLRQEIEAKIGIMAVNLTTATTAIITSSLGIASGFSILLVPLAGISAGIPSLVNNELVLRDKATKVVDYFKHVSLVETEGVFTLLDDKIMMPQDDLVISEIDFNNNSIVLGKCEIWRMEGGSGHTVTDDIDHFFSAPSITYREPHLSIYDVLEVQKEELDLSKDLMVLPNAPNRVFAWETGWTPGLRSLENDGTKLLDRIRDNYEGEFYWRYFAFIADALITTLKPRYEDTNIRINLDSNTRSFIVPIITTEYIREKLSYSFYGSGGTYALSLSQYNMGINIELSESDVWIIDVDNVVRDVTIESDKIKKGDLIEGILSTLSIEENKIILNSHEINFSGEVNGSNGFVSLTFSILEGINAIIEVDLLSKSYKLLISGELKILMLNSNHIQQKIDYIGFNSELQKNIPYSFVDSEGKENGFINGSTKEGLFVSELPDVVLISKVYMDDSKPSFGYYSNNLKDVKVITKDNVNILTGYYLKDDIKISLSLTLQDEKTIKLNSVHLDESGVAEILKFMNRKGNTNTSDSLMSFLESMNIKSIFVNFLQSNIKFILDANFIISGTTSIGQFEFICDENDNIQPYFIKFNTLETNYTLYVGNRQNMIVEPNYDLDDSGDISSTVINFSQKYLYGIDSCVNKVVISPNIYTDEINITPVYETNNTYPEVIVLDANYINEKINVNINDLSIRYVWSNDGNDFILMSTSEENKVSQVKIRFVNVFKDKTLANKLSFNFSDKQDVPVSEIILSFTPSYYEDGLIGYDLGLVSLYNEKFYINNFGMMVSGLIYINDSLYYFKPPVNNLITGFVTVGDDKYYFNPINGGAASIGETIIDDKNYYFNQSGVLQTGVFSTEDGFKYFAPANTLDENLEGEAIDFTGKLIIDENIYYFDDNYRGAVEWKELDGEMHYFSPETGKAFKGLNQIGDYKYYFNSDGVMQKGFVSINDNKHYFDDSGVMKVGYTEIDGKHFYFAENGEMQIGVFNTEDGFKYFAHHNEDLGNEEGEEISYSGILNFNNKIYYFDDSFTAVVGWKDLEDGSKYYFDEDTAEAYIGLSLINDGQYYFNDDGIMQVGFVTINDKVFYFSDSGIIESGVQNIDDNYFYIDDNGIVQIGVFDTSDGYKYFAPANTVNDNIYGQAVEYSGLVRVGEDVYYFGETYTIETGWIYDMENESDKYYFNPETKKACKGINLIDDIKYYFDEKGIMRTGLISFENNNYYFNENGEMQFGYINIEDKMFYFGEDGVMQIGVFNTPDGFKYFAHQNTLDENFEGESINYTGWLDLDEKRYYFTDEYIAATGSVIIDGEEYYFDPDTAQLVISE
* hit, by the source's call.

How did COC(=O)c1c(NC(=O)C2CCCCC2)sc2c1CCN(C(C)C)C2 do in these assays?
DUSP3 inh: 17; BH1578 lux ind: -0.4; PrPC TRFRET: -13; CCHF vOTU inh: -2; 3CLpro inhibitor: 2; MazF activator: 9; SSB-PriA inh: 4; Rv3671c protease: 10; Y pestis TopoI: 22; TcdB GH inh: 0.2

How did O=C(CSc1nc2ccccc2[nH]1)Nc1ccc(F)c(F)c1 do in these assays?
DUSP3 inh: -6; BH1578 lux ind: inactive; PrPC TRFRET: 20; CCHF vOTU inh: 2; 3CLpro inhibitor: 2; MazF activator: 4; SSB-PriA inh: -14; Rv3671c protease: -9; Y pestis TopoI: 4

Results for CCCS(=O)(=O)N1CCN(C(=O)COc2ccc(-c3ccccc3)cc2)CC1 ?
DUSP3 inh: 9; BH1578 lux ind: -0.3; PrPC TRFRET: -4; CCHF vOTU inh: -8; 3CLpro inhibitor: 0; MazF activator: 0; SSB-PriA inh: -17; Rv3671c protease: 5; Y pestis TopoI: 23

Results for CCc1ccccc1NC(=O)C1CCN(C(=O)c2cccs2)CC1 ?
DUSP3 inh: 2; BH1578 lux ind: -1.2; PrPC TRFRET: -3; CCHF vOTU inh: -3; 3CLpro inhibitor: 1; MazF activator: 11; SSB-PriA inh: -8; Rv3671c protease: 1; Y pestis TopoI: 7; TcdB GH inh: 0.9

How did Cc1ccc(NS(=O)(=O)c2ccc(NS(=O)(=O)c3cccs3)cc2)cc1 do in these assays?
DUSP3 inh: 17; BH1578 lux ind: 2.0; PrPC TRFRET: 9; CCHF vOTU inh: -12; 3CLpro inhibitor: 3; MazF activator: 1; SSB-PriA inh: -1; Rv3671c protease: -6; Y pestis TopoI: -12

Results for CC(=O)OCN(C#N)c1nc(N(C)C)nc(N(C)C)n1 ?
DUSP3 inh: 28; BH1578 lux ind: -0.3; PrPC TRFRET: 3; CCHF vOTU inh: 7; 3CLpro inhibitor: -3; MazF activator: -7; SSB-PriA inh: -17; Rv3671c protease: 3; Y pestis TopoI: -11

What do the screens show for `Cc1ccc(-n2nnc(-c3cccnc3Cl)n2)cc1`?
DUSP3 inh: 7; BH1578 lux ind: inactive; PrPC TRFRET: -1; CCHF vOTU inh: -1; 3CLpro inhibitor: 1; MazF activator: 3; SSB-PriA inh: -10; Rv3671c protease: 5; Y pestis TopoI: -1; TcdB GH inh: -0.4

Results for O=S(=O)(N/N=C/c1ccc2c(c1)OCCO2)c1ccc(Cl)cc1 ?
DUSP3 inh: 3; BH1578 lux ind: 0.5; 3CLpro inhibitor: -4; MazF activator: -5; Rv3671c protease: -2; Y pestis TopoI: 3; TcdB GH inh: 0.1

Results for CCN(CC)c1ccc(/C=C2/C(=O)NC(=O)N(Cc3ccco3)C2=O)cc1 ?
DUSP3 inh: 38; BH1578 lux ind: 0.0; PrPC TRFRET: -2; CCHF vOTU inh: 1; 3CLpro inhibitor: -3; MazF activator: -214; SSB-PriA inh: -8; Rv3671c protease: -16; Y pestis TopoI: 0

What do the screens show for `O=[N+]([O-])c1ccc(Sc2nnnn2-c2ccccc2)c(Cl)c1`?
DUSP3 inh: 4; BH1578 lux ind: inactive; PrPC TRFRET: -15; CCHF vOTU inh: -5; 3CLpro inhibitor: 5; MazF activator: 5; SSB-PriA inh: 45*; Rv3671c protease: -6; Y pestis TopoI: -1

Next section; the last two above are carried over.
Results for CCN(CC)c1ccc(/C=C2/C(=O)NC(=O)N(Cc3ccco3)C2=O)cc1 ?
DUSP3 inh: 38; BH1578 lux ind: 0.0; PrPC TRFRET: -2; CCHF vOTU inh: 1; 3CLpro inhibitor: -3; MazF activator: -214; SSB-PriA inh: -8; Rv3671c protease: -16; Y pestis TopoI: 0

What do the screens show for `O=[N+]([O-])c1ccc(Sc2nnnn2-c2ccccc2)c(Cl)c1`?
DUSP3 inh: 4; BH1578 lux ind: inactive; PrPC TRFRET: -15; CCHF vOTU inh: -5; 3CLpro inhibitor: 5; MazF activator: 5; SSB-PriA inh: 45*; Rv3671c protease: -6; Y pestis TopoI: -1

How did CCCn1nc(C(=O)Nc2nc3ccccc3[nH]2)c2ccccc2c1=O do in these assays?
DUSP3 inh: 5; BH1578 lux ind: -0.3; PrPC TRFRET: 9; CCHF vOTU inh: 3; 3CLpro inhibitor: -4; MazF activator: 3; SSB-PriA inh: -11; Rv3671c protease: -21; Y pestis TopoI: -4; TcdB GH inh: 0.0

Results for Cc1cccc(S(=O)(=O)NC(=O)C2(C)CCN2C(=O)c2sccc2C)c1 (configuration not stated) ?
BH1578 lux ind: -0.4; PrPC TRFRET: -7; CCHF vOTU inh: -1; Y pestis TopoI: -2; TcdB GH inh: 0.0

Results for c1ccc(-c2cc3c(N4CCN(c5ncccn5)CC4)ncnc3s2)cc1 ?
DUSP3 inh: 24; BH1578 lux ind: inactive; PrPC TRFRET: 10; CCHF vOTU inh: 11; 3CLpro inhibitor: 0; MazF activator: 5; SSB-PriA inh: -11; Rv3671c protease: 2; Y pestis TopoI: -12; TcdB GH inh: 1.1

Results for COC(=O)C1CN(C(=O)C(C)Oc2ccc(F)cc2)c2ccccc2O1 (configuration not stated) ?
DUSP3 inh: 2; BH1578 lux ind: inactive; PrPC TRFRET: 5; CCHF vOTU inh: -1; 3CLpro inhibitor: 4; MazF activator: 10; SSB-PriA inh: -11; Rv3671c protease: 7; Y pestis TopoI: 7; TcdB GH inh: 0.4

What do the screens show for `O=C(NCc1ccccn1)[C@@H]1C[C@H]1[C@@H](NP(=O)(c1ccccc1)c1ccccc1)c1ccccc1`?
DUSP3 inh: 19; BH1578 lux ind: inactive; PrPC TRFRET: 2; CCHF vOTU inh: -6; 3CLpro inhibitor: -4; MazF activator: 6; SSB-PriA inh: -5; Rv3671c protease: -4; Y pestis TopoI: -2; TcdB GH inh: -1.0

What do the screens show for `Cc1cc2cc(CN(C(=O)C3CC3)C3CCCC3)c3nnnn3c2cc1C`?
DUSP3 inh: 7; BH1578 lux ind: 1.6; PrPC TRFRET: 2; CCHF vOTU inh: -25; 3CLpro inhibitor: -1; MazF activator: 5; SSB-PriA inh: -1; Rv3671c protease: 6; Y pestis TopoI: -3

How did COc1ccc(N2CCN(C(c3cc4cc(C)ccc4[nH]c3=O)c3nnnn3Cc3ccccc3)CC2)cc1 (configuration not stated) do in these assays?
DUSP3 inh: 8; BH1578 lux ind: inactive; PrPC TRFRET: 9; CCHF vOTU inh: 17; 3CLpro inhibitor: -2; MazF activator: 1; SSB-PriA inh: 13; Rv3671c protease: 2; Y pestis TopoI: 5

What do the screens show for `O=C(O)c1ccc(OC(F)(F)C(F)C(F)(F)F)cc1` (configuration not stated)?
DUSP3 inh: 10; BH1578 lux ind: -1.3; PrPC TRFRET: 0; CCHF vOTU inh: -3; 3CLpro inhibitor: 3; MazF activator: 1; SSB-PriA inh: -13; Rv3671c protease: 2; Y pestis TopoI: -1

Results for CCCCc1nnc(NC(=O)CSc2nc(=O)cc(N)n2-c2cccc(C)c2)s1 ?
DUSP3 inh: -13; BH1578 lux ind: -1.0; PrPC TRFRET: -5; CCHF vOTU inh: 0; 3CLpro inhibitor: -1; MazF activator: 2; SSB-PriA inh: -20; Rv3671c protease: 0; Y pestis TopoI: 26

How did N/C(=N/O)c1nc(N2CCCC2)nc(N2CCCC2)n1 do in these assays?
BH1578 lux ind: inactive; PrPC TRFRET: 4; CCHF vOTU inh: -7; MazF activator: 1; Y pestis TopoI: -2; TcdB GH inh: 2.2

Results for Cc1ccc(S(=O)(=O)/N=C(\N)Nc2nc(C)c3ccccc3n2)cc1 ?
DUSP3 inh: 3; BH1578 lux ind: -3.7; PrPC TRFRET: 10; CCHF vOTU inh: 24; 3CLpro inhibitor: 5; MazF activator: -2; Rv3671c protease: -1; Y pestis TopoI: 30

How did Cn1cc(S(=O)(=O)N2CCCC2)cc1C(=O)O do in these assays?
BH1578 lux ind: inactive; PrPC TRFRET: -2; CCHF vOTU inh: -3; MazF activator: 7; SSB-PriA inh: -3; Rv3671c protease: 1; Y pestis TopoI: -4; TcdB GH inh: 1.3

What do the screens show for `Cc1cccc(Nc2ccc(NCc3ccccc3)nn2)c1`?
DUSP3 inh: 16; BH1578 lux ind: -0.9; PrPC TRFRET: 0; CCHF vOTU inh: 7; 3CLpro inhibitor: 3; MazF activator: -6; SSB-PriA inh: 9; Rv3671c protease: 0; Y pestis TopoI: 4; TcdB GH inh: -2.3

Results for Cc1cc(C)c2nc(N3CCN(C(=O)c4cccs4)CC3)sc2c1 ?
BH1578 lux ind: -0.3; PrPC TRFRET: -2; CCHF vOTU inh: 2; MazF activator: 2; SSB-PriA inh: -10; Rv3671c protease: -1; Y pestis TopoI: 37; TcdB GH inh: 1.2

How did O=C(NCc1ccc(F)cc1)c1cc(C2CCCCN2C(=O)C2CCCCC2)on1 (configuration not stated) do in these assays?
BH1578 lux ind: inactive; PrPC TRFRET: 6; CCHF vOTU inh: 34*; Y pestis TopoI: 5; TcdB GH inh: -7.2

Results for CC1CC(O)(CC(O)(c2ccccc2)c2ccccc2)C(C)CN1C (configuration not stated) ?
BH1578 lux ind: -0.5; PrPC TRFRET: -11; CCHF vOTU inh: 4; 3CLpro inhibitor: 2; MazF activator: 10; SSB-PriA inh: -1; Rv3671c protease: 8; Y pestis TopoI: -3; TcdB GH inh: 0.2

What do the screens show for `O=C(Cn1cc(S(=O)(=O)N2CCN(c3ccccc3F)CC2)c2ccccc2c1=O)NCCCN1CCCCCC1`?
DUSP3 inh: 4; BH1578 lux ind: inactive; PrPC TRFRET: -10; CCHF vOTU inh: -5; 3CLpro inhibitor: 1; MazF activator: 1; SSB-PriA inh: -4; Rv3671c protease: -5; Y pestis TopoI: -2; TcdB GH inh: -0.2

What do the screens show for `COc1ccc(-c2ccc(/C=N/N3C(=O)C4C5C=CC(C6CC56)C4C3=O)o2)c([N+](=O)[O-])c1` (configuration not stated)?
DUSP3 inh: 4; BH1578 lux ind: 0.3; PrPC TRFRET: -4; CCHF vOTU inh: 4; 3CLpro inhibitor: -2; MazF activator: -18; Rv3671c protease: 5; Y pestis TopoI: -1

What do the screens show for `CCCCn1c(N)c(N(CCC(C)C)C(=O)C2CC(=O)N(c3ccc4c(c3)OCCO4)C2)c(=O)[nH]c1=O` (configuration not stated)?
DUSP3 inh: 5; BH1578 lux ind: -0.3; PrPC TRFRET: -6; CCHF vOTU inh: 14; 3CLpro inhibitor: 3; MazF activator: -4; SSB-PriA inh: -5; Rv3671c protease: -6; Y pestis TopoI: 6; TcdB GH inh: 1.6

Results for COC(=O)C(CC(C)C)NC(=O)c1ccc([N+](=O)[O-])c(C)c1 (configuration not stated) ?
DUSP3 inh: 24; PrPC TRFRET: 1; CCHF vOTU inh: 6; 3CLpro inhibitor: 5; MazF activator: 3; SSB-PriA inh: -5; Rv3671c protease: -3; Y pestis TopoI: 9

How did CCOC(=O)c1ccc(NC(=O)CN2CCN(C(=O)c3ccco3)CC2)cc1 do in these assays?
DUSP3 inh: 30; BH1578 lux ind: inactive; PrPC TRFRET: 3; CCHF vOTU inh: 18; 3CLpro inhibitor: -2; MazF activator: 1; SSB-PriA inh: 5; Rv3671c protease: -7; Y pestis TopoI: 8; TcdB GH inh: 1.5

Results for Cc1cccc(OCC(O)CN2CC2)c1 (configuration not stated) ?
BH1578 lux ind: inactive; PrPC TRFRET: 4; CCHF vOTU inh: 5; MazF activator: -6; Y pestis TopoI: 5; TcdB GH inh: 1.4

How did COc1ccc(OC)c(S(=O)(=O)N2CCCC(C(=O)N3CCOCC3)C2)c1 (configuration not stated) do in these assays?
DUSP3 inh: -14; BH1578 lux ind: 0.0; PrPC TRFRET: 2; CCHF vOTU inh: -7; 3CLpro inhibitor: 3; MazF activator: 7; SSB-PriA inh: -18; Rv3671c protease: 13; Y pestis TopoI: 3; TcdB GH inh: 0.9

What do the screens show for `Cc1nc2c(=O)n(C)c(=O)n(C)c2nc1Cl`?
DUSP3 inh: -8; BH1578 lux ind: inactive; PrPC TRFRET: -12; CCHF vOTU inh: 5; 3CLpro inhibitor: -1; MazF activator: 12; SSB-PriA inh: -14; Rv3671c protease: 11; Y pestis TopoI: 9; TcdB GH inh: 0.6

Assay outcomes (PubChem BioAssay)

The list is partial, so the mix of outcomes need not match the whole.
